Bioassay records from PubChem.
uPA surface inh: qHTS for Inhibitors of Cell Surface uPA Generation; cell surface uPA generation assay, qHTS; Potency, µM (titrated, usually from 38.3 µM), without a hit: at the top dose activity change, negative = inhibition, most hits filed as inhibitors; 330,000 tested, 0.31% active; AID 540303, 2011; active means well fitted inhibition curve with a large enough effect; inconclusive means small, poorly fitted or top-dose-only effect; inactive means no such curve, though single readings can be large or run the other way; tested in mouse RAW 264.7 cells; further: on the % scale 0 is the no-effect control and ±100 the full control effect; nearly all actives have a fitted effect of over 55% in size
RORgamma inh: qHTS for inhibitors of ROR gamma transcriptional activity. Nuclear receptor ROR-gamma (Mus musculus), P51450. 310,000 tested, 5.4% active. Drosophila S2 Gal4-RORgamma UAS-luciferase reporter, 20 h. Potency, µM (titrated, usually from 53.6 µM), for the others: top-dose activity change, negative = inhibition, actives largely listed as inhibitors; further: on the % scale 0 is the no-effect control and ±100 the full control effect; nearly all actives have a fitted effect of over 60% in size
Target sequence (P51450 whole entry, looked up, the tested form may be a part): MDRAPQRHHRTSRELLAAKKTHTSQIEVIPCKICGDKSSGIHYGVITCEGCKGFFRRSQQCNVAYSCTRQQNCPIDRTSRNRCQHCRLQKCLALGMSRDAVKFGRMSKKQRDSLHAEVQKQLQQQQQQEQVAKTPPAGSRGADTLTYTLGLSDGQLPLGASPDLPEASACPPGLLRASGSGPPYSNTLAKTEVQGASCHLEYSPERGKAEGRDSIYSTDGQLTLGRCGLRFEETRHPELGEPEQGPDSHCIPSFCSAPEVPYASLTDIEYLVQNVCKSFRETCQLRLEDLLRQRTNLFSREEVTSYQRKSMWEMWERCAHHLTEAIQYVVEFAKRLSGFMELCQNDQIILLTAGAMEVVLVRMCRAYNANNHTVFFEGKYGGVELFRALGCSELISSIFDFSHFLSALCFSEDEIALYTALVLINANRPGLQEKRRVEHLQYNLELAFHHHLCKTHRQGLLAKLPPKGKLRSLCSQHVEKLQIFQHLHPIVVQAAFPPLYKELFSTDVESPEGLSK
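Drosophila Schneider cells stably carrying a metallothionein-driven Gal4 DBD–ROR gamma fusion and a UAS-Photinus luciferase reporter were exposed to compound for 1 hr, then induced with copper sulfate (700 uM final) for 20 hr at ambient temperature before luminescence reading.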
MBNL1 CUG block: qHTS Assay for Inhibitors of MBNL1-poly(CUG) RNA binding | Muscleblind-like protein 1 (Homo sapiens), Q9NR56 | TR-FRET MBNL1-His/biotin-(CUG)12 binding, 665/545 ratio | Potency, µM (titrated, usually from 57.5 µM), for the others: top-dose activity change, negative = inhibition, hits mostly inhibitors | 280,000 tested, 0.036% active | AID 2675, 2010; active means well fitted inhibition curve with a large enough effect in the signal ratio, with a control signal flat, not every such curve was filed as active; inconclusive means small, poorly fitted or top-dose-only effect, or effect the other way, or a change in a side signal; inactive means no such curve, though single readings can be large or run the other way; the % refers to the signal ratio; further: on the % scale 0 is the no-effect control and ±100 the full control effect
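His-tagged MBNL1 binding to biotinylated (CUG)12 RNA was measured by TR-FRET using terbium anti-His antibody (0.055 ng/ul final) and streptavidin-XL665 (5 nM final). Compounds were titrated 92 nM to 58 uM; 60 min at room temperature.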
Rab9 prom act: qHTS Assay for Rab9 Promoter Activators; Huh7 Rab9 promoter-luciferase reporter, luminescence, 24 h; Potency, µM (highest dose often 9.22 µM), for inactives: at the top dose activation, negative = inhibition, usual class: activators; 320,000 tested, 2.8% active; AID 485297, 2010; further: % of control where 0% means no effect; nearly all actives have a fitted effect of over 60% in size
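Luciferase signal after 10 min detection reagent at ambient indicates Rab9 promoter upregulation; stably transfected Huh7 cells were treated 24 h with compound in DMSO at 37 °C, 5% CO2.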
ELG1 genotoxic: qHTS screen for small molecules that induce genotoxicity in human embryonic kidney (HEK293T) cells expressing luciferase-tagged ELG1; HEK293T ELG1-luciferase reporter, luminescence, 16 h; Potency, µM (doses to about 46 µM), inactives show at the highest dose activity change, positive = activation, hits mostly activators; 330,000 tested, 1.3% active; further: % of control where 0% means no effect; nearly all actives have a fitted effect of over 60% in size
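ELG1-luciferase HEK293T cells, 2,000/well; compound pinned in; 16 hr, 37 °C, 5% CO2; ONE-Glo, 30 min RT; luminescence on CCD imager.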
CXXC DNA block: qHTS Fluorescence Polarization Assay for Inhibitors of MLL CXXC domain - DNA interaction; 290,000 tested, 0.037% active; MLL-CXXC / FITC-HOXA9 DNA fluorescence polarization; Potency, µM (titrated, usually from 115 µM), without a hit: top-dose activity change, negative = inhibition, usual class: inhibitors; active means well fitted inhibition curve with a large enough effect in the polarisation, with a control signal flat, not every such curve was filed as active; inconclusive means small, poorly fitted or top-dose-only effect, or effect the other way, or a change in a side signal; inactive means no such curve, though single readings can be large or run the other way; the % refers to the polarisation
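Fluorescence polarization: 7 uM MLL-CXXC (stock) preincubated 5 min with compounds, then 50 nM fluorescein-HOX-A9 DNA (stock) added; 30 min ambient. Buffer 50 mM Tris-HCl pH 7.5, 50 mM NaCl, 1 mM DTT, 0.05% BSA.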
FLuc counter: qHTS profiling assay for firefly luciferase inhibitor/activator using purifed enzyme and Km concentrations of substrates (counterscreen for miR-21 project); Luciferin 4-monooxygenase (Photinus pyralis), P08659; purified FLuc, Km substrates, luminescence inhibition; Potency, µM (series often up to 57.5 µM), for inactives: top-dose activity change, negative = inhibition, actives largely listed as inhibitors; 360,000 tested, 6.9% active; AID 588342, 2011;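 further: plate controls were vehicle for no effect and reference inhibitor for full effect; nearly all actives have a fitted effect of over 55% in size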
Target sequence (P08659 whole entry, looked up): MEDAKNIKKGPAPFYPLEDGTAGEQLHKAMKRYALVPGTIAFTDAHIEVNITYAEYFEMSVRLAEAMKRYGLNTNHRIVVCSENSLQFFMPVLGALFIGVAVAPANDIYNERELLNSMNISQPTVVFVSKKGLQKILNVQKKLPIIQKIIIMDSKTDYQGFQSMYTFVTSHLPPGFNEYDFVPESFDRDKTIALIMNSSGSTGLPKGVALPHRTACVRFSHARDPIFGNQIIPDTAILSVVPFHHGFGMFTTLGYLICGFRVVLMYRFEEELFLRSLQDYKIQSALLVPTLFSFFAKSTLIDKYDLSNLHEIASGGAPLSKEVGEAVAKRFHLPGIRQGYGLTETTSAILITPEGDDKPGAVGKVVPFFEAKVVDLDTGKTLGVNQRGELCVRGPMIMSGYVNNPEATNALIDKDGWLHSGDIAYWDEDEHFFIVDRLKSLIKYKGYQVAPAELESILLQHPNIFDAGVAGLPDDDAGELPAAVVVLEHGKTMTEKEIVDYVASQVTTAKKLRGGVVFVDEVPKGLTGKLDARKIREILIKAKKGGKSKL
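Purified P. pyralis luciferase (10nM final) with 10uM D-luciferin and 10uM ATP (Km levels) in 50mM Tris acetate pH 7.5, 10mM Mg acetate, 0.01% Tween-20, 0.05% BSA; qHTS 6-point titration, ~60 µM downward; luminescence read.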
NPC1 prom act: qHTS Assay for NPC1 Promoter Activators; Huh7 NPC1 promoter luciferase reporter, 24 h; Potency, µM (highest dose often 9.22 µM), without a hit: top-dose activation, most hits filed as activators; 320,000 tested, 2.4% active;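 further: % of control where 0% means no effect; nearly all actives have a fitted effect of over 60% in size; reporter is driven by a mutant NPC1 promoter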
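Luminescence from an NPC1 promoter-driven luciferase reporter in stably transfected Huh7 cells was measured after 24 h compound treatment at 37 °C, followed by 10 min ambient incubation with luciferase detection reagent.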
BRCA1 expr act: qHTS Assay to Identify Small Molecule Activators of BRCA1 Expression | MCF7-BRCA1-FFLuc reporter, luminescence, 48 h; response scale: scaled: vehicle 0%, 10 µM genistein 100% | Potency, µM (series often up to 46.1 µM), for inactives: at the top dose activation, usual class: activators | 380,000 tested, 1.1% active; further: nearly all actives have a fitted effect of over 80% in size; some results filed as inactive show a strong effect at the top dose
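Using MCF7 cells harboring a BRCA1 firefly luciferase reporter, plated 2 h before compound pinning, the screen measured luminescence after 48 h incubation. Responses were normalized to DMSO and 10 microM genistein, then fitted for concentration-effect.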
VP16 counter: VP16 counterscreen qHTS for inhibitors of ROR gamma transcriptional activity; Drosophila S2 Gal4-VP16 UAS-luciferase, luminescence, 20 h; Potency, µM (titrated, usually from 53.6 µM), for inactives: at the highest dose activity, negative = inhibition, hits mostly inhibitors; 310,000 tested, 3.5% active; AID 2546, 2010;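 further: Gal4-VP16 expression switched on by copper sulfate through the metallothionein promoter; on the % scale 0 is the no-effect control and ±100 the full control effect; nearly all actives have a fitted effect of over 50% in size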
p53 reactivator: qHTS assay for re-activators of p53 using a Luc reporter; H1299 p53-A138V BP100-luciferase reporter, luminescence, 24 h; Potency, µM (series often up to 92.2 µM), for inactives: top-dose activity change, positive = activation, hits mostly activators; 320,000 tested, 0.063% active; AID 504706, 2011; further: % of control where 0% means no effect; nearly all actives have a fitted effect of over 45% in size
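H1299 (p53-null), stable ts p53-A138V + BP100-Luc; 1000 cells/well, Opti-MEM/10% FBS; cpd 4 pt, 1:5; 24 h, 37 deg C, 5% CO2; detection reagent 10 min RT; luminescence.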
An asterisk follows results filed as active; ? = inconclusive; nt = no result given; & = joins results of further samples; [ ] = remark or other dose. Unless noted, the call rests on the fitted dose curve; in most records, active means well fitted curve in the direction sought with a large enough effect; inconclusive means small, poorly fitted or top-dose-only effect, or another doubt; inactive means no such curve, though single readings can be large; an effect the other way counts as inactive or inconclusive. Potency means the concentration at half of the fitted maximal effect. The list is partial; rates above refer to the full screens.

SMILES	uPA surface inh	RORgamma inh	MBNL1 CUG block	Rab9 prom act	ELG1 genotoxic	CXXC DNA block	FLuc counter	NPC1 prom act	BRCA1 expr act	VP16 counter	p53 reactivator
O=S1(=O)CCN2C=C(Br)C=C(Br)C2=N1	nt	-11%	19%	-1%	5%	-1%	7%	-10%	-16%	-3%	0%
CCOc1ccc(S(=O)(=O)NCCC(=O)N2CCN(c3ccccc3O)CC2)cc1	-4%	nt	nt	3%	-2%	nt	2%	-3%	-19%	nt	0%
CCCCCn1c(CN2CCN(c3cccc(Cl)c3)CC2)nc2c1c(=O)[nH]c(=O)n2C	?	-10%	4%	1%	-9%	-4%	1%	-1%	-59%	-1%	-7%
CCNC(=S)N/N=C/c1sccc1C	nt	0.4µM*	8%	8%	10%	3%	-12%	-3%	nt	3.2µM*	-2%
CSc1ccccc1NC(=O)CN(C)C(=O)c1ccc(NC(=O)c2cccs2)cc1	24%	nt	nt	-2%	-5%	nt	2%	-2%	6%	nt	-4%
CC(=O)c1ccc(NC(=O)c2ccc(CSc3ccccc3)o2)cc1	-4%	25%	0%	-1%	3%	-5%	?	4%	18%	?	9%
Cc1cc(N2CCN(c3ccccc3)CC2)n2cc(-c3ccccc3)nc2n1	-7%	22%	10%	1%	-5%	3%	24µM*	1%	3%	-19%	4%
O=C(Cc1ccc(-c2ccccc2)cc1)Nc1ccccn1	3%	-17%	3%	16%	?	11%	?	24%	29%	2%	25%
COc1ccc2c(CCNC(=O)/C=C/c3ccc(OC)c(OC)c3)c[nH]c2c1	-2%	-4%	15%	0%	-7%	10%	-6%	-11%	-36%	-6%	-5%
Cc1cc(C(C)(C)C)cc(C)c1COC(=O)c1cccnc1	1%	?	-2%	-3%	-18%	-5%	4%	1%	-35%	-2%	1%
O=C(CCc1nc2ccccc2s1)OCC(=O)c1ccccc1	1%	-6%	-23%	22%	13%	15%	19µM*	14%	84%	-4%	?
COc1ccc(-n2c(SCC(=O)Nc3cc(C(=O)O)ccc3C)nc3ccccc3c2=O)cc1Cl	11%	9%	-15%	0%	-2%	3%	-3%	-2%	-19%	-12%	-5%
CS(=O)(=O)c1ccc2nc(NC(=O)CN3C(=O)C4CC=CCC4C3=O)sc2c1 (configuration not stated)	4%	-1%	-18%	0%	-3%	-8%	?	-6%	-4%	8%	1%
CC1(C)Cc2c(sc3nnn(Cc4ccccc4)c(=O)c23)CO1	-6%	37%	?	-2%	3%	2%	3%	-3%	13%	1%	-7%
COc1ccc(C2NC(=O)c3ccccc3N2)cc1 (configuration not stated)	-14%	20%	-1%	21%	12%	11%	?	2%	80%	4%	15%
COCCNC(=O)c1cc(-c2ccc3c(c2)OCO3)on1	2%	?	-2%	2.5µM*	?	-6%	6.7µM*	1.6µM*	32%	?	20µM*
Cn1cc(Cl)c(C(=O)Nc2nccs2)n1	-2%	10%	2%	22%	24%	8%	-19%	16%	32%	4%	11%
CCOC(=O)c1c(C)[nH]c(C(=O)CC(=O)OC)c1C	9%	20%	0%	-16%	1%	35%	2%	-3%	4%	27%	-2%
COc1cc(CCC(=O)Nc2sccc2C#N)cc(OC)c1OC	1%	?	-3%	-1%	-17%	4%	1%	-1%	-9%	12%	-4%
CC[C@H](C)[C@@H](NC(=O)O[C@@H]1C(=O)c2cc(Br)ccc2O[C@H]1c1ccc2c(c1)OCO2)C(=O)OC	nt	?	12%	-7%	5%	0%	-18%	-4%	nt	-1%&0%	2%
CN(CC(=O)Nc1ccccc1C(F)(F)F)C(=O)COc1cccnc1[N+](=O)[O-]	-2%	1%	?	12%	-2%	4%	-1%	-5%	-2%	6%	-1%
COC(=O)CCN1CCN(S(=O)(=O)c2cccc(Br)c2)CC1	-1%	21%	1%	0%	0%	-1%	-1%	0%	-22%	-5%	-1%
Cn1c(=O)c([N+](=O)[O-])c(-n2cnc3ccccc32)c2ccccc21	-11%	-24%	9%	0%	11%	-11%	-3%	-8%	-46%	-8%	-14%
CCC(C)(C)n1nnnc1C(c1cc2cccc(C)c2[nH]c1=O)N1CCN(C(=O)c2ccco2)CC1 (configuration not stated)	nt	-4%	-3%	0%	-2%	-1%	10%	-3%	-3%	-5%	-11%
CN(C)c1ccc(C(=O)NCC2CCCO2)cc1 (configuration not stated)	-2%	-35%	-2%	28%	?	9%	?	?	104%	3%	?
COc1ccc(CCNC(=O)Cc2ccc(OCc3ccccc3)c(OC)c2[N+](=O)[O-])cc1OCc1ccccc1	-3%	?	-1%	-1%	-7%	13%	-1%	-2%	-46%	3.2µM*	4%
C=CCNC(=O)CN1C2CCCC1CC(NC(=O)c1ccccc1C)C2 (configuration not stated)	0%	9%	-8%	-1%	-2%	8%	-1%	-8%	13%	-2%	-6%
C(=N\n1cnnc1)/C1CCCCC1	12%	3%	-4%	2%	0%	5%	5%	-2%	8%	-6%	0%
Brc1cccc(/C=N/Nc2nn[nH]n2)c1	3%	-79%	15%	-9%	1%	6%	-21%	-1%	2%	?	-4%
CCOC(=O)c1sc(NC(=O)CNCc2cccnc2)c(C(=O)OCC)c1C	-4%	-2%	-2%	0%	-10%	-9%	-2%	-4%	-5%	7%	2%
Cn1cc(S(=O)(=O)N2CCN(Cc3ccccc3)CC2)c(=O)n(C)c1=O	-4%	-20%	-2%	-4%	-6%	-1%	-1%	-1%	18%	-2%	-11%
CCOc1ccc(Nc2nc(N3CCOCC3)nc(N3CCOCC3)n2)cc1	15%	30%	-13%	-1%	0%	5%	-1%	2%	-23%	-10%	?
O=C1CCC(C(=O)N2CCSCC2)CN1Cc1cccc(C(F)(F)F)c1 (configuration not stated)	-4%	1%	-3%	8%	6%	6%	-6%	9%	-3%	-3%	13%
CSc1ccccc1OCc1cc(C(=O)NCCc2nc(C)cc(C)n2)no1	13%	19%	7%	16%	11%	-8%	?	18%	30%	-5%	14%
O=C(NCc1ccc(F)cc1)C(c1ccccc1)N(CC1CCCO1)C(=O)Cn1nnc2ccccc21 (configuration not stated)	2%	17%	25%	-3%	0%	-4%	4%	1%	1%	1%	7%
CC(=O)Nc1nc(-c2ccccc2)cc(-c2ccco2)c1C#N	?	nt	nt	1%	12%	nt	nt	-9%	-55%	nt	-2%
O=c1c2ccccc2nc(/C=C/c2ccc(O)cc2)n1CCc1ccccc1	-4%	8%	-1%	1%	-12%	14%	-26%	7%	-64%	?	-2%
CCNC(=S)N1CCNC(=O)C1CC(=O)OC (configuration not stated)	-6%	25%	-7%	4%	1%	8%	-3%	-1%	-8%	?	0%
CCOc1cc(/C=N\Nc2nc(-c3ccc(C)cc3)c(NC(C)=O)s2)ccc1O	4%	17%	2%	-3%	0%	-9%	27µM*	0%	-45%	8%	-1%
Cc1ccc(N(CCC#N)C(=O)COC(=O)C2=COCCO2)cc1	-1%	nt	nt	-8%	-6%	nt	2%	-2%	3%	nt	4%
O=C(CC1C(=O)N(c2ccccc2)C(=O)N1C1CCCCC1)Nc1ccccc1 (configuration not stated)	9%	17%	-10%	-7%	0%	4%	-5%	5%	29%	15%	-1%
Clc1ccc(Cc2noc(-c3cccs3)n2)cc1	nt	15%	43%[activator]	22%	6.5µM*	-3%	13µM*	?	?	6%	?

Ordered by the number under MBNL1 CUG block (rising): 3 of the compounds above.
| mol | MBNL1 CUG block |
| --- | --- |
| O=c1c2ccccc2nc(/C=C/c2ccc(O)cc2)n1CCc1ccccc1 | -1% |
| CCOc1cc(/C=N\Nc2nc(-c3ccc(C)cc3)c(NC(C)=O)s2)ccc1O | 2% |
| CSc1ccccc1OCc1cc(C(=O)NCCc2nc(C)cc(C)n2)no1 | 7% |
